L3MBTL1 inh: qHTS Assay for the Inhibitors of L3MBTL1. AlphaScreen L3MBTL1–H3K9me1 peptide binding. hit rate 0.66% among 230,000. AID 485360, 2010. Potency, µM (titrated, usually from 57.1 µM), inactives show at the highest dose activity, negative = inhibition, most hits filed as inhibitors; active means well fitted inhibition curve with a large enough effect; inconclusive means small, poorly fitted or top-dose-only effect; inactive means no such curve, though single readings can be large or run the other way; further: nearly all actives have a fitted effect of over 60% in size
Target sequence (Q9Y468 whole entry, looked up): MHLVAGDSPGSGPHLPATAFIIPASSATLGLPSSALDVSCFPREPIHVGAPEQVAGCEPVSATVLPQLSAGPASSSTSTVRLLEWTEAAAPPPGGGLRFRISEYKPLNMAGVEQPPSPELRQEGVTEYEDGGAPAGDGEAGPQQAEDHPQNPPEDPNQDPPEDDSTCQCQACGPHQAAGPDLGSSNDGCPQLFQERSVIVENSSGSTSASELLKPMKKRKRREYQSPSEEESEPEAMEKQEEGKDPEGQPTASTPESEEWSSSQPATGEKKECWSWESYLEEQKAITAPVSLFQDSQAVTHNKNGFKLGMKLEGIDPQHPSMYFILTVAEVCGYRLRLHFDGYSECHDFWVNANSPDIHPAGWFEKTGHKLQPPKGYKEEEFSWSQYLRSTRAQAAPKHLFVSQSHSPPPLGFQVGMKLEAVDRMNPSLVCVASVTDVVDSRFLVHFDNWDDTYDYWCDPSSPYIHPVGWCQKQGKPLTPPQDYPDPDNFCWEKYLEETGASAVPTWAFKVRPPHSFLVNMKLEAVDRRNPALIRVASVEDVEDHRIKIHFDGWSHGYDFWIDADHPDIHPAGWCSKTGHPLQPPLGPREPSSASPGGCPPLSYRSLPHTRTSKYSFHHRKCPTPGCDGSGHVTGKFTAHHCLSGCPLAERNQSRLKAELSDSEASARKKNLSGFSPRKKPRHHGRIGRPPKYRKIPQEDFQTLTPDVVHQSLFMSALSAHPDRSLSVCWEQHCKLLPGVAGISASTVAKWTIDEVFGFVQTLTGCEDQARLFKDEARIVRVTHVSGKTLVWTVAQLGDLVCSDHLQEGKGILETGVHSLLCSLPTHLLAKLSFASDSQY
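Read-out is AlphaScreen signal from streptavidin donor and nickel chelate acceptor beads (10 ug/mL final each) bridging L3MBTL1 (50 nM) and biotinylated K9-monomethylated H3(1-15) peptide (75 nM), after 30 min compound exposure at room temperature.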
Active calls of the source: *; ? = inconclusive; [ ] = another dose, or the depositor's remark. On the % scale 0 is the no-effect control and ±100 the full control effect; potency means the concentration at half of the fitted maximal effect.

canonical_smiles | L3MBTL1 inh
COc1ccccc1NC(=O)c1ccc(NC2=NC3CS(=O)(=O)CC3S2)cc1 (configuration not stated) | 15%
CCC(CC)c1nnc(NC(=O)CSCC(=O)Nc2cc(C)on2)s1 | 1%
CC1CCN(CC(=O)N(C)c2c(N)n(Cc3ccccc3)c(=O)[nH]c2=O)CC1 | -15%
NC(=O)c1ccc(-c2noc(-c3cccc(Cl)c3)n2)cc1 | 5%
Cc1ccc(NC(=O)CSCC(=O)N(C)CCOc2ccc(Cl)cc2)cc1 | 10%
Cn1nc(C(=O)NCc2ccccc2CN2CCCC2)c2ccccc2c1=O | -4%
COC(=O)CNC(=O)Cn1c(=O)n(Cc2ccc(F)cc2)c(=O)c2sccc21 | 28%
CC(=O)C[C@@H](O)CC(=O)[C@H]1OC(=O)CCCCCc2ccccc21 | 6%
CC(C)C(NC(=O)CCNC(=O)c1ccc([N+](=O)[O-])cc1)c1nc2ccccc2[nH]1 (configuration not stated) | -4%
NC(=O)c1ccc(NC(=O)COC(=O)CC2Sc3ccccc3NC2=O)cc1 (configuration not stated) | -2%
COc1cc(/C=C2\SC(N)=NC2=O)ccc1OCC(=O)Nc1ccccc1C | -8%
CCCN(C(=O)CSCc1ccc(Cl)cc1)c1c(N)n(Cc2ccccc2)c(=O)[nH]c1=O | -2%
O=CN1N=C(c2ccccc2)CC1c1ccc(Cl)cc1 (configuration not stated) | 8%
CCOc1ccc(Cl)cc1CNCCCSc1ncccn1 | 0%
N#Cc1ccccc1OCC(=O)Nc1ccc2c(c1)OCCO2 | -1%
C[C@H](CO)N1C[C@H](C)[C@@H](CN(C)C(=O)NC2CCCCC2)Oc2ccc(NC(=O)Cc3ccccc3)cc2C1=O | 1%
COc1cccc(NC(=O)CN(C)C(=O)c2cccnc2Sc2ccc(C)c(C)c2)c1 | -9%
CC(C)(C)C(=O)Nc1ccc(C(=O)Nc2cc(NC(=O)c3ccc(NC(=O)C(C)(C)C)cc3)cc(C(=O)O)c2)cc1 | -1%
Cc1nc(NC(=O)CSc2nnc(C3CC3)n2N)c(Cl)cc1Cl | 1%
CCOc1ccc(NC(=O)CN(C)C(=O)c2ccc(NC3CC3)c([N+](=O)[O-])c2)cc1OCC | -7%
CCCc1cc(=O)[nH]c(SCC(=O)N(CCOC)c2c(N)n(Cc3ccccc3)c(=O)[nH]c2=O)n1 | -6%
CN1CCCN(C(=O)c2cccc(Cl)c2)CC1 | 1%
CC(=O)Nc1ccc(OCC(O)Cn2cccn2)cc1 (configuration not stated) | 3%
CCOc1ccc(C(=O)NCC(c2ccco2)N2CCc3ccccc3C2)cc1 (configuration not stated) | -8%
CCOC(=O)c1cc2cc3ccccc3cc2oc1=O | 1%
O=C1C2CCCN2C(=O)N1CCCN1CCN(c2cccc(Br)c2)CC1 (configuration not stated) | -7%
O=C(NCc1nnnn1-c1ccc(F)c(F)c1)c1cc2ccccc2o1 | 5%
Cc1ccc(S(=O)(=O)N2CCCC2CNC(=O)C(=O)NCc2ccccn2)cc1 (configuration not stated) | -12%
CC(=O)N1CCN(C(=O)c2cc(S(=O)(=O)N(C)Cc3ccccc3)ccc2Cl)CC1 | -1%
Cc1ccc(S(=O)(=O)N2CCCCC2)cc1NC(=O)CNc1ccc(C(F)(F)F)cc1 | -6%
COC(=O)[C@]1(C)N[C@H](CN(C)S(=O)(=O)c2ccc(-c3ccccc3)cc2)[C@@H]2C(=O)N(Cc3ccccc3)C(=O)[C@@H]21 | -10%
CCCCn1nc(C(=O)NCc2ccccc2CN2CCCC2)c2ccccc2c1=O | 0%
COC(=O)c1ccc(CNC(=O)Cn2nnnc2CN(C)C(C)C)cc1 | 11%
CC(OC(=O)c1cc(S(=O)(=O)N2CCOCC2)ccc1F)C(=O)NCc1ccc2c(c1)OCO2 (configuration not stated) | 2%
Cc1cc2c(cc1S(=O)(=O)N1CCN(c3ccc(Cl)cc3)CC1)OCCN2C | ?
CCn1nnc2cc(C(=O)N3CCC(C(=O)OC)CC3)ccc21 | 4%
COc1cccc(C(C)NC(=O)C2CCCC2)c1 (configuration not stated) | 3%
O=C(NCC1(N2CCCCC2)CCCCC1)c1cccc(NS(=O)(=O)c2ccccc2)c1 | 11%
COc1ccccc1NC(=O)C(C)N(C)CC(=O)Nc1cccc2ccccc12 (configuration not stated) | 4%
CN1CCC(N(C)S(=O)(=O)c2ccc(NC(=O)COc3ccc(F)cc3)cc2)CC1 | ?
CN(Cc1c(F)cccc1Cl)C(=O)C1=CC=CN2CCS(=O)(=O)N=C12 | 3%
COc1ccc2oc(C(=O)N(Cc3ccco3)Cc3cccs3)c(C)c2c1 | -10%
CC(=O)Nc1ccc(S(=O)(=O)NCC(=O)OCC(=O)N2CC(C)OC(C)C2)cc1 (configuration not stated) | 2%
COc1ccc(C(=O)NCc2ccc3c(c2)OCO3)c(OC)c1 | 2%
COc1ccc(-c2csc(NC(=O)C3CCN(c4ncnc5sc(C)c(C)c45)CC3)n2)cc1OC | -9%
COc1ccc(C(=O)Nc2ccc(C)cn2)cc1S(=O)(=O)N1CCCc2ccccc21 | -13%
Cc1ccc(NCc2ccc(C)s2)cc1 | 26%
CCOC(=O)C1=C(COC(=O)CNC(=O)c2cccc(C)c2)NC(=O)NC1C (configuration not stated) | 1%
CNS(=O)(=O)c1ccc(CCC(=O)N2CCN(c3ccccc3OC)CC2)cc1 | 43%
CCCCn1c(N)c(N(CCOC)C(=O)CSc2nnc(-c3ccc(C(C)(C)C)cc3)n2N)c(=O)[nH]c1=O | -7%

Continuation:
canonical_smiles | L3MBTL1 inh
Cc1ccc(NC(=O)C2CCN(C(=O)c3ccc(Cl)cc3)CC2)nc1 | -3%
CC(NC(=O)Cc1ccc(S(=O)(=O)N2CCCCC2)cc1)c1ccccc1 (configuration not stated) | 3%
COc1cc(C(=O)NNC(=O)COc2ccc(Cl)cc2)ccc1OCC(=O)N1CCOCC1 | 4%
Cc1ccc(NC(=O)CN2C(=O)NC(C)(c3ccc4c(c3)OCO4)C2=O)cc1 (configuration not stated) | 9%
CCn1c(C)nnc1SCC(=O)Nc1ccc(C(C)=O)cc1 | 1%
CC(C)(C)C(CO)NC(=O)c1ccc[nH]1 (configuration not stated) | -2%
COc1cccc(C(=O)NCCS(=O)(=O)N2CCN(C(=O)c3ccco3)CC2)c1 | -1%
Cc1cccc(C(=O)Nc2ccc3c(c2)C(=O)NC3=O)c1 | 9%
CN(Cc1cnn(Cc2ccccc2)c1)C(=O)c1cccc(S(=O)(=O)N2CCOCC2)c1 | 7%
O=S(=O)(NCC1COc2ccccc2O1)c1ccccc1F (configuration not stated) | 0%
Cn1c(N)c(C(=O)COC(=O)COc2cccc(Br)c2)c(=O)n(C)c1=O | -3%
COc1ccc(OC)c(NC(=O)C2CC(=O)N(Cc3ccco3)C2)c1 (configuration not stated) | -9%
Cc1cc2c(s1)c1c(C)nn(Cc3ccc(F)cc3)c(=O)c1n2C | 2%
CC(C)(C)c1ccc(S(=O)(=O)NCC2CCCO2)cc1 (configuration not stated) | 1%[2.29 µM]
CS(=O)(=O)Nc1ccc(C(=O)Nc2ccc3ccccc3c2)cc1 | 3%
COc1ccc(C2C3=C(CCCC3=O)N(CC(=O)O)C3=C2C(=O)CCC3)cc1 | 1%
CN(/N=C/c1ccccc1O)C(=S)c1ccccc1 | -10%
Cc1ccc(C(=O)NCC(c2ccco2)N2CCc3ccccc3C2)cc1 (configuration not stated) | -1%
Cc1ccccc1NC(=O)COC(=O)c1ccc(S(=O)(=O)N2CCCC2)cc1 | 8%
COc1ccc(-c2cc(C(=O)NC3CCCC3)c3ccccc3n2)cc1 | -1%
CCN1CCN(C(=O)c2ccc(Cl)c(S(=O)(=O)N(C)c3ccccc3)c2)CC1 | 0%
O=C(CCC(=O)c1cccs1)NNC(=O)c1cccc(Cl)c1 | -4%
CSCC[C@@H](CO)NC(=O)c1ccc2nc(C3CCCCC3)oc2c1 | -2%
COCCNc1c2c(nc3ccccc13)CCC2 | -1%
CC(C)CCN(C(=O)CCCSc1nc2ccccc2[nH]1)c1c(N)n(Cc2ccccc2)c(=O)[nH]c1=O | -2%

Compounds above containing a Cl atom:
canonical_smiles | L3MBTL1 inh
NC(=O)c1ccc(-c2noc(-c3cccc(Cl)c3)n2)cc1 | 5%
Cc1ccc(NC(=O)CSCC(=O)N(C)CCOc2ccc(Cl)cc2)cc1 | 10%
CCCN(C(=O)CSCc1ccc(Cl)cc1)c1c(N)n(Cc2ccccc2)c(=O)[nH]c1=O | -2%
O=CN1N=C(c2ccccc2)CC1c1ccc(Cl)cc1 (configuration not stated) | 8%
CCOc1ccc(Cl)cc1CNCCCSc1ncccn1 | 0%
Cc1nc(NC(=O)CSc2nnc(C3CC3)n2N)c(Cl)cc1Cl | 1%
CN1CCCN(C(=O)c2cccc(Cl)c2)CC1 | 1%
CC(=O)N1CCN(C(=O)c2cc(S(=O)(=O)N(C)Cc3ccccc3)ccc2Cl)CC1 | -1%
Cc1cc2c(cc1S(=O)(=O)N1CCN(c3ccc(Cl)cc3)CC1)OCCN2C | ?
CN(Cc1c(F)cccc1Cl)C(=O)C1=CC=CN2CCS(=O)(=O)N=C12 | 3%
Cc1ccc(NC(=O)C2CCN(C(=O)c3ccc(Cl)cc3)CC2)nc1 | -3%
COc1cc(C(=O)NNC(=O)COc2ccc(Cl)cc2)ccc1OCC(=O)N1CCOCC1 | 4%
CCN1CCN(C(=O)c2ccc(Cl)c(S(=O)(=O)N(C)c3ccccc3)c2)CC1 | 0%
O=C(CCC(=O)c1cccs1)NNC(=O)c1cccc(Cl)c1 | -4%

Continued.
SMILES	L3MBTL1 inh
O=C(COC(=O)COc1ccc(Cl)cc1Cl)NC1CCCCCC1	4%
CN(C(=O)CSCC(=O)Nc1ccc(Cl)cc1)C1CCCCC1	5%
CN1C(C(=O)Nc2ccc(C(=O)O)cc2)=C(O)c2ccccc2S1(=O)=O	7%
O=C(COC(=O)/C=C/c1ccc(Cl)c(Cl)c1)NC1CCCC1	0%
Cc1ccc(NS(=O)(=O)c2ccc(C(=O)NCc3ccc(S(N)(=O)=O)cc3)cc2)cc1	-3%
COc1ccccc1CNC(=O)CN1C(=O)NC2(CCCc3ccccc32)C1=O (configuration not stated)	3%
CC1CCN(C(=O)COC(=O)c2cc(Cl)c3c(c2)OCO3)CC1	8%
CCc1nnc(NC(=O)CC(C)c2ccccc2)s1 (configuration not stated)	10%[2.29 µM]
CCOc1ccc(CCNC(=O)COC(=O)Cn2nc(C)c([N+](=O)[O-])c2C)cc1OCC	6%
Cc1ccc(S(=O)(=O)N(C)C[C@@H]2Oc3c(NC(=O)C4CC4)cccc3C(=O)N([C@@H](C)CO)C[C@@H]2C)cc1	-7%
COc1ccc(-c2cc3c(=O)n(CC(=O)NCCCc4ccccc4)ncn3n2)cc1	-1%
COC(=O)c1cc(OCC(=O)Nc2ccc3c(c2)CCC3)cc(C(=O)OC)c1	6%
COc1ccc(N2CCN(S(=O)(=O)c3cc4c5c(c3)C(C)C(=O)N5CCC4)CC2)cc1 (configuration not stated)	-10%
C=CCN(c1ccccc1OC)S(=O)(=O)c1cccc(C(=O)NCc2cccs2)c1	-1%
COc1ccc(NC(=O)c2oc3ccccc3c2CSC)cc1S(=O)(=O)N1CCOCC1	1%
CC1CC(C)CN(CC(=O)NNC(=O)COc2ccc(Cl)cc2)C1 (configuration not stated)	-6%
CCN(CC(=O)Nc1ccc(NC(C)=O)cc1)C(=O)C1(c2ccccc2)CC1	5%
COCCNC(=S)N1CCN(c2nc(-c3ccccc3)cs2)CC1	-3%
CCNC(=O)N(CC)C[C@H]1N[C@@](Cc2ccccc2)(C(=O)OC)[C@H]2C(=O)N(Cc3ccccc3)C(=O)[C@@H]12	6%
Cc1ccc(C(C)C)c(OCC(=O)NNC(=O)Cc2ccc(S(=O)(=O)N3CCOCC3)s2)c1	-3%
Cc1cc(C)cc(C(=O)NC(CC(N)=O)c2ccc(N3CCC(Br)CC3)c([N+](=O)[O-])c2)c1 (configuration not stated)	-1%
Cc1ccc(NC(=O)C(C)N2CCN(C)CC2)cc1S(=O)(=O)N1CCOCC1 (configuration not stated)	-4%
O=C(COC(=O)c1ccc(F)cc1F)Nc1cccc(S(=O)(=O)N2CCOCC2)c1	4%
OC1(C#CCN2CCCC2)CCCCC1	-2%[2.29 µM]
Cc1ccc2c(c1)N(C(=O)CCC(=O)NCc1ccccc1)CC(C)O2 (configuration not stated)	12%
COc1ccccc1Nc1nnc(SCC(=O)c2c(N)n(C3CC3)c(=O)[nH]c2=O)s1	11%
COC(=O)[C@@]12CCCN1[C@H](c1ccc(-c3ccccc3)cc1)[C@H]1C(=O)N(C)C(=O)[C@H]12	-6%
COc1ccccc1NC(=O)COC(=O)Cn1cnc2c1c(=O)n(C)c(=O)n2C	-6%
O=C(COc1coc(CN2CCN(c3ccc(F)cc3)CC2)cc1=O)Nc1ccccc1	-7%
Cn1c(SCCN2CCOCC2)nc2sc3c(c2c1=O)CCCC3	-10%
COc1ccccc1/C=C/C(=O)N1CCN(S(=O)(=O)c2cccs2)CC1	-2%
CC1=NN(c2ccccc2)C(=O)C1N=Nc1cccc(O)c1 (configuration not stated)	-28%
C=CC[C@H](CC(=O)N(CCO)Cc1ccccc1)C(=O)N[C@@H](COC(=O)[C@@H](CC=C)Cc1ccc(F)cc1)Cc1ccccc1	-1%
OCC[C@H]1C[C@H](O)[C@@H](O)[C@]2(Cc3ccccc3CCO2)O1	5%
COCCNC(=O)CCC1CCN(C/C=C/c2ccccc2OC)CC1	40%[activator]
CC(C)(C)c1ccc(OCCC(=O)OCC(=O)N2c3ccccc3NC(=O)C2(C)C)cc1	-3%
CCCn1nc(C(=O)Nc2ccc3c(c2)OCO3)c2ccccc2c1=O	-4%
COc1ccc(Br)cc1/C=C(\C(=O)O)c1ccc(S(=O)(=O)N2CCCCC2)s1	-4%

Only part of the results is shown; count on the stated rates, not on these rows.
